# Compound activity as filed in PubChem BioAssay.
# FLuc counter: counter-screen for miR-21 project: firefly luciferase inhibitors or activators; P08659; purified FLuc, Km substrates, luminescence inhibition; Potency, µM (titrated, usually from 57.5 µM), for the others: at the highest dose activity change, negative = inhibition, hits mostly inhibitors; 360,000 tested, 6.9% active;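 note: plate controls were vehicle for no effect and reference inhibitor for full effect; nearly all actives have a fitted effect of over 55% in size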
# Target sequence (P08659 whole entry, looked up): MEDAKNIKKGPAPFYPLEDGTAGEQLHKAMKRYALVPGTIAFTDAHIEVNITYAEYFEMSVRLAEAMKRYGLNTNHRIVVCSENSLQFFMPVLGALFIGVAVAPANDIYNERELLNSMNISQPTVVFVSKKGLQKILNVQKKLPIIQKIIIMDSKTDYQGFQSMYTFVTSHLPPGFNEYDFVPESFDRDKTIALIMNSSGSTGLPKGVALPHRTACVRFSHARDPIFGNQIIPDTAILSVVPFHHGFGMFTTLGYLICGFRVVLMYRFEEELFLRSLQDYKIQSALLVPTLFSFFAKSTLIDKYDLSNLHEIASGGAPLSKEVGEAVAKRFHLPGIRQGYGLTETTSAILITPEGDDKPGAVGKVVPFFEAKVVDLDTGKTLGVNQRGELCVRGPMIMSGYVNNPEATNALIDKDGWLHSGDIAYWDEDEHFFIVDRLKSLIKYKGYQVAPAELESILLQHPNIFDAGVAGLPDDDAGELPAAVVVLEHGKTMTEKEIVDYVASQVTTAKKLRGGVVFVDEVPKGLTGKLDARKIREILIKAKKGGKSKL
#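 Purified P. pyralis luciferase, 10 nM final, with Km-level 10 uM D-luciferin and 10 uM ATP in 50 mM Tris acetate pH 7.5, 10 mM Mg acetate, 0.01% Tween-20, 0.05% BSA; 6-point qHTS titration about 60 µM downward; luminescence read.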
# p53 reactivator: mutant p53 re-activation in reporter cells. H1299 p53-A138V BP100-luciferase reporter, luminescence, 24 h. 320,000 tested, 0.063% active. Potency, µM (top dose mostly 92.2 µM), without a hit: top-dose activity change, positive = activation, most hits filed as activators; note: % of control where 0% means no effect; nearly all actives have a fitted effect of over 45% in size
#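 p53-null H1299 cells stably carrying temperature-sensitive p53-A138V and a BP100-luciferase reporter were pinned with compounds (4-point, 1:5 series) and held 24 hrs at 37 deg C. Luminescence was read 10 min after detection reagent.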
# Rab9 promoter act: activates the Rab9 promoter; 320,000 tested, 2.8% active; Huh7 Rab9 promoter-luciferase reporter, luminescence, 24 h; AID 485297; Potency, µM (series often up to 9.22 µM), for inactives: at the top dose activation, negative = inhibition, hits mostly activators; note: % of control where 0% means no effect; nearly all actives have a fitted effect of over 60% in size
#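 Luciferase signal after 10 min detection reagent at ambient indicates Rab9 promoter upregulation; stably transfected Huh7 cells were treated 24 h with compound in DMSO at 37 °C, 5% CO2.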
# uPA generation: blocks generation of uPA at the cell surface; Potency, µM (top dose mostly 38.3 µM), inactives show top-dose activity change, negative = inhibition, hits mostly inhibitors; 330,000 tested, 0.31% active; cell surface uPA generation assay, qHTS; active = well fitted inhibition curve with a large enough effect; inconclusive = small, poorly fitted or top-dose-only effect; inactive = no such curve, though single readings can be large or run the other way; tested in mouse RAW 264.7 cells; note: % is set by controls: 0 for no effect and ±100 for the full control effect; nearly all actives have a fitted effect of over 55% in size
# MBNL1-CUG inh: MBNL1-poly(CUG) RNA binding inhibition; Q9NR56; TR-FRET MBNL1-His/biotin-(CUG)12 binding, 665/545 ratio; Potency, µM (highest dose often 57.5 µM), for inactives: top-dose activity change, negative = inhibition, most hits filed as inhibitors; 280,000 tested, 0.036% active; AID 2675; active = well fitted inhibition curve with a large enough effect in the signal ratio, with a control signal flat, not every such curve was filed as active; inconclusive = small, poorly fitted or top-dose-only effect, or effect the other way, or a change in a side signal; inactive = no such curve, though single readings can be large or run the other way; the % refers to the signal ratio; note: % is set by controls: 0 for no effect and ±100 for the full control effect
# Target sequence (Q9NR56 whole entry, looked up): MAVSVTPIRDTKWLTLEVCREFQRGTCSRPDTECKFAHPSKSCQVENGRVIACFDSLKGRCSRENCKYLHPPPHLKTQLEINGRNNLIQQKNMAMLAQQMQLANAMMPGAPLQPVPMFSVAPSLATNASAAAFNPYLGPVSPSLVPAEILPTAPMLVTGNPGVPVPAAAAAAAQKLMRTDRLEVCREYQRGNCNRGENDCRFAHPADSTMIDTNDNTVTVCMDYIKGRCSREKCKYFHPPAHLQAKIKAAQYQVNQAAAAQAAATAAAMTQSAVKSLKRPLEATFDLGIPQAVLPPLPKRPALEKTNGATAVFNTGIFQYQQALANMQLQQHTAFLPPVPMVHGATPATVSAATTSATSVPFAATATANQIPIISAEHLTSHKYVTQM
#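 Compounds (final 92 nM to 58 uM) are added to His-tagged MBNL1 and biotin-(CUG)12, then terbium anti-His antibody and streptavidin-XL665 (5 nM final). After 60 min at room temperature, the 665/545 nm ratio is read.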
# NPC1 prom act: NPC1 promoter activation; Potency, µM (titrated, usually from 9.22 µM), inactives show at the highest dose activation, hits mostly activators; 320,000 tested, 2.4% active; Huh7 NPC1 promoter luciferase reporter, 24 h;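 note: % of control where 0% means no effect; nearly all actives have a fitted effect of over 60% in size; reporter is driven by a mutant NPC1 promoter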
#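 Quantitative HTS used a cell-based reporter: Huh7 cells stably bearing the NPC1 promoter upstream of luciferase were treated with compounds for 24 h, and promoter activation was read as luminescence.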
# BRCA1 expr act: activators of BRCA1 expression | AID 624202 | MCF7-BRCA1-FFLuc reporter, luminescence, 48 h; response scale: scaled: vehicle 0%, 10 µM genistein 100% | Potency, µM (top dose mostly 46.1 µM), inactives show at the highest dose activation, most hits filed as activators | 380,000 tested, 1.1% active; note: nearly all actives have a fitted effect of over 80% in size; some results filed as inactive show a strong effect at the top dose
#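 Compounds are tested at multiple concentrations on MCF7 BRCA1-luciferase reporter cells seeded at 2000 per well; after 48 h, a single luminescence end-point is taken and curves fitted to the normalized data.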
# ELG1 genotoxic: induces genotoxicity in HEK293T cells with luciferase-tagged ELG1 | HEK293T ELG1-luciferase reporter, luminescence, 16 h | Potency, µM (highest dose often 46 µM), for the others: at the top dose activity change, positive = activation, usual class: activators | 330,000 tested, 1.3% active; note: % of control where 0% means no effect; nearly all actives have a fitted effect of over 60% in size
#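 Cells (2,000/well) expressing the ELG1-luciferase fusion are dosed by pin tool and kept 16 hr at 37 °C, 5% CO2. Signal comes from ONE-Glo luciferase reagent after 30 min at room temperature.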
# Gal4-VP16 FLuc: Gal4-VP16 reporter inhibition counter-screen; Potency, µM (doses to about 53.6 µM), without a hit: at the highest dose activity, negative = inhibition, hits mostly inhibitors; AID 2546; Drosophila S2 Gal4-VP16 UAS-luciferase, luminescence, 20 h; 310,000 tested, 3.5% active;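 note: Gal4-VP16 expression switched on by copper sulfate through the metallothionein promoter; % is set by controls: 0 for no effect and ±100 for the full control effect; nearly all actives have a fitted effect of over 50% in size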
# RORgamma inh: ROR gamma (mouse) transcription inhibition | 310,000 tested, 5.4% active | Potency, µM (titrated, usually from 53.6 µM), without a hit: at the top dose activity change, negative = inhibition, usual class: inhibitors | Drosophila S2 Gal4-RORgamma UAS-luciferase reporter, 20 h | P51450; note: % is set by controls: 0 for no effect and ±100 for the full control effect; nearly all actives have a fitted effect of over 60% in size
#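 Luciferase reporter read in Schneider cells carrying Gal4-RORγ (mouse) and UAS-Photinus luciferase; cells given compound 1 h before 700 uM copper sulfate induction, then incubated 20 h at ambient temperature.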
# Starred values were filed as active, the others as inactive; ? = inconclusive; . = not tested or not shown; & = joins results of further samples; [ ] = another dose, or the depositor's remark. Unless noted, calls come from the whole dose curve; as a rule, active = well fitted curve in the direction sought with a large enough effect; inconclusive = small, poorly fitted or top-dose-only effect, or another doubt; inactive = no such curve, though single readings can be large; an effect the other way counts as inactive or inconclusive. Potency is the fitted concentration of half-maximal effect.
(1) O=S(=O)(c1cccc(-c2nc3ccccc3s2)c1)N1CCCC1
(2) C=CCN(CC=C)C(=S)NC(=O)c1ccc(OC)c(Br)c1
(3) Cc1ccsc1/C=N/n1cnc2sc(C)c(C)c2c1=O
(4) O=C(CC(=O)Nc1ccccn1)Nc1ccccn1
(5) CCOC(=O)N1CCN(C(=O)CCl)CC1
(6) COc1ccc(NC(=O)C2CCN(c3nc(C)nc4c3CCC4)CC2)cc1
(7) CC1Sc2ccc(S(=O)(=O)CCC(=O)NCc3ccccc3)cc2NC1=O (stereo not given)
(8) CC1CCN(C(=O)Cn2c3ccccc3c3nc4n(c(=O)c32)CCCS4)CC1

Assay by compound,1,2,3,4,5,6,7,8
FLuc counter,0%[2.3 µM],-1%,11µM*,0%,-3%,21%,-3%,2%
p53 reactivator,?,-1%,?,6%,-7%,-3%,2%,-5%
Rab9 promoter act,15%,-3%,?,-3%,-2%,-15%,-5%,-2%
uPA generation,.,-13%,-4%,1%,-4%,-5%,3%,-1%
MBNL1-CUG inh,0%,-6%,3%,1%,-6%,-7%,2%,-1%
NPC1 prom act,10%,-2%,?,0%,-3%,-16%,-2%,0%
BRCA1 expr act,6%,-51%,11µM*,-23%,14%,-55%,-21%,-1%
ELG1 genotoxic,-5%,-3%,6%,0%,-2%,-7%,-3%,-3%
Gal4-VP16 FLuc,8%,0.71µM*,-9%,-2%,?,?,-5%,1%
RORgamma inh,-13%,0.28µM*,2%,10%,?,?,0%,1%

(9) CCOc1ccc(OCc2ccc(C(=O)N(C)c3ccccc3)o2)cc1
(10) CN1C(=O)C(c2ccccc2[N+](=O)[O-])C(=O)c2ccccc21 (stereo not given)
(11) N/C(=N\OC(=O)c1ccncc1)c1cccc([N+](=O)[O-])c1
(12) CCC(=O)NCCC(c1ccco1)c1ccccc1OC (stereo not given)
(13) CCCOC1CCCN(C(=O)c2cc(COc3ccc(-n4cncn4)cc3)on2)C1 (stereo not given)
(14) CSCC[C@H](NC(=O)[C@@H]1Cc2ccccc2CN1)C(=O)NC[C@H]1CC[C@H](C(=O)O)CC1
(15) CCOc1ccc(CCNC(=O)c2cnccn2)cc1OCC
(16) Cc1ccc(N2C(=O)CC(Nc3ccccc3)C2=O)cc1 (stereo not given)

Assay by compound,9,10,11,12,13,14,15,16
FLuc counter,-14%,-1%,?,-4%,-14%,-3%,0%,2%
p53 reactivator,5%,4%,-9%,12%,25%,-1%,-4%,-3%
Rab9 promoter act,?,1%,20%,7%,3%,-9%,-2%,-4%
uPA generation,-1%,-19%,1%,-2%,-5%,6%,.,10%
MBNL1-CUG inh,-5%,4%,?,0%,-18%,6%,2%,-7%
NPC1 prom act,?,1%,18%,6%,15%,-3%,4%,-1%
BRCA1 expr act,?,23%,7.9µM*,4%,81%,1%,-22%,9%
ELG1 genotoxic,2%,1%,17%,-3%,0%,-1%,0%,0%
Gal4-VP16 FLuc,1%,2%,-1%,?,-1%,-5%,-1%,0%
RORgamma inh,42%,-19%,7%,4%,?,0%,5%,-3%

(17) C=C1c2cccc(OC)c2O[C@H](C(=O)OCC)[C@@H]1CCCCCC
(18) COc1ccccc1OCCNC(=O)c1ccc(S(=O)(=O)N(C)C)cc1
(19) CC(=O)Nc1ccc(NC2CCCCC2NS(=O)(=O)c2ccccc2)cc1 (stereo not given)
(20) O=C(NC1CC(=O)N(c2cccc(F)c2)C1)N1CCN(C(=O)c2ccco2)CC1 (stereo not given)
(21) CCN(CC)S(=O)(=O)c1ccc(Cl)c(NC(=O)CSc2cccc[n+]2[O-])c1
(22) CCOc1ccccc1N1CC(C(=O)Nc2cccc(S(=O)(=O)N3CCCCC3)c2)CC1=O (stereo not given)
(23) COc1cccc(OC)c1C(=O)NCC12CC3CC(C1)CC(CNC(=O)c1c(OC)cccc1OC)(C3)C2
(24) CCc1cc2c(NCc3ccco3)ncnc2s1

Assay by compound,17,18,19,20,21,22,23,24
FLuc counter,.,0%,0%,2%,0%,7%,12%,0%
p53 reactivator,5%,17%,1%,1%,2%,1%,.,-14%
Rab9 promoter act,.,2%,-1%,-3%,-3%,-2%,5%,-2%
uPA generation,3%,6%,0%,1%,-5%,1%,7%,-8%
MBNL1-CUG inh,.,-11%,1%,.,.,-3%,-3%,2%
NPC1 prom act,.,0%,14%,2%,-2%,-7%,3%,-1%
BRCA1 expr act,-10%&0%,2%,-4%,1%,6%,-41%,-12%,-22%
ELG1 genotoxic,-1%,-3%,0%,0%,1%,-10%,-2%,-5%
Gal4-VP16 FLuc,-16%,1%,0%,.,-18%,-1%,8%,?
RORgamma inh,36%,?,17%,.,14%,-1%,-28%,?

# From compound 20 up to 22, as listed above:
(20) O=C(NC1CC(=O)N(c2cccc(F)c2)C1)N1CCN(C(=O)c2ccco2)CC1 (stereo not given)
(21) CCN(CC)S(=O)(=O)c1ccc(Cl)c(NC(=O)CSc2cccc[n+]2[O-])c1
(22) CCOc1ccccc1N1CC(C(=O)Nc2cccc(S(=O)(=O)N3CCCCC3)c2)CC1=O (stereo not given)

Assay by compound,20,21,22
FLuc counter,2%,0%,7%
p53 reactivator,1%,2%,1%
Rab9 promoter act,-3%,-3%,-2%
uPA generation,1%,-5%,1%
MBNL1-CUG inh,.,.,-3%
NPC1 prom act,2%,-2%,-7%
BRCA1 expr act,1%,6%,-41%
ELG1 genotoxic,0%,1%,-10%
Gal4-VP16 FLuc,.,-18%,-1%
RORgamma inh,.,14%,-1%

# New compounds follow.
(25) Cc1ccc(C(=O)COC(=O)c2cc(=O)[nH]c3ccccc23)cc1C
(26) COc1ccc2c(CCNC(=O)CN3C(=O)c4ccccc4C3=O)c[nH]c2c1
(27) O=C(Nc1ccccc1)C(Cl)C(=O)c1ccccc1 (stereo not given)
(28) Cc1ccc(NS(=O)(=O)c2ccc(N3CCN(c4ccc(O)cc4)CC3)c([N+](=O)[O-])c2)c(C)c1
(29) COc1ccccc1C(=O)CN1C(=O)NC2(CCc3ccccc32)C1=O (stereo not given)
(30) Cc1ccc2nc3c(cc(C(=O)NC4CCCC4)c(=N)n3CCCn3ccnc3)c(=O)n2c1
(31) Cc1cc(=O)cc(C)n1-c1ccc(Cl)c(Cl)c1
(32) CCOC(=O)C1CCN(C(=O)c2ccc(CNS(=O)(=O)c3ccc(OC)cc3)cc2)CC1

Assay by compound,25,26,27,28,29,30,31,32
FLuc counter,1.1µM*,3%,?,-11%,0%,1%,-2%,-1%
p53 reactivator,10%,-3%,0%,12%,0%,-2%,-2%,0%
Rab9 promoter act,?,-3%,?,-4%,0%,-4%,-6%,2%
uPA generation,-2%,14%,-20%,-4%,15%,.,2%,-13%
MBNL1-CUG inh,20%,12%,-9%,19%,.,?,-5%,-3%
NPC1 prom act,2%,-2%,?,12%,0%,-4%,2%,-8%
BRCA1 expr act,39%,-3%,30%,-100%[inhibitor],-9%,.,-5%,-12%
ELG1 genotoxic,21µM*,0%,?,-3%,0%,13%,-1%,-3%
Gal4-VP16 FLuc,25%,2%,?,?,.,2%,-3%,0%
RORgamma inh,8%,-2%,?,?,.,3%,28%,-1%

(33) CCc1nnc(NC(=O)CSc2nnc(CSc3nc(C)cc(C)n3)o2)s1
(34) COc1ccc(Nc2ccc(N3C(=O)CCCC3=O)cc2[N+](=O)[O-])cc1OC
(35) COC(=O)c1ccc(C2/C(=C(\O)c3ccc4c(c3)OCCO4)C(=O)C(=O)N2c2nnc(C)s2)cc1 (stereo not given)
(36) CCN(CC)S(=O)(=O)N1CCC(C(=O)NCC2COc3ccccc3O2)CC1 (stereo not given)
(37) Cc1nnc(NC(=O)c2cc(-c3ccco3)nc3ccccc23)s1
(38) CCc1nnc(NC(=O)c2nc(S(=O)(=O)Cc3cccc(C)c3)ncc2Cl)s1
(39) O=C(CNc1cccc(F)c1)Nc1cccc(S(=O)(=O)N2CCCCC2)c1
(40) O=C(O)COCC(=O)NCc1csc2ccc(Cl)cc12
(41) Cc1ccc(-c2nc(SCC(=O)c3c(N)n(C)c(=O)n(C)c3=O)n[nH]2)cc1
(42) Cc1ccc2nc(NC(=O)c3ccccn3)sc2c1
(43) CC(O)CNc1nc2ccccc2n1CC(=O)N1CCN(Cc2ccccc2)CC1 (stereo not given)

Assay by compound,33,34,35,36,37,38,39,40,41,42,43
FLuc counter,2%,2%,-3%,0%,?,-11%,3%,2%,-1%,0.17µM*,-1%
p53 reactivator,0%,-5%,12%,-8%,4%,-37%[inhibitor],-7%,3%,1%,6%,-1%
Rab9 promoter act,-7%,-11%,0%,0%,0%,-56%[inhibitor],-2%,1%,2%,?,2%
uPA generation,6%,2%,7%,.,.,-1%,-1%,-2%,-8%,-27%,1%
MBNL1-CUG inh,-5%,?,?,-1%,.,?,.,-4%,.,32%[activator],1%
NPC1 prom act,-6%,-1%,0%,-2%,2%,-40%[inhibitor],-2%,-1%,-7%,?,-8%
BRCA1 expr act,3%,-24%,29%,-7%,.,-40%,11%,0%,11%,?,-7%
ELG1 genotoxic,1%,0%,4%,-4%,-1%,-19%,-1%,-3%,?,0.16µM*,4%
Gal4-VP16 FLuc,13µM*,-5%,-3%,3%,.,7.9µM*,.,-10%,-13%,1.1µM*,5%
RORgamma inh,5.6µM*,5%,18%,?,.,13µM*,.,-4%,20%,0.35µM*,3%
